MBNL1-CUG inh – qHTS Assay for Inhibitors of MBNL1-poly(CUG) RNA binding; AID 2675, 2010; TR-FRET MBNL1-His/biotin-(CUG)12 binding, 665/545 ratio; Potency, µM (titrated, usually from 57.5 µM), for inactives: at the top dose activity change, negative = inhibition, usual class: inhibitors; hit rate 0.036% among 280,000; active means well fitted inhibition curve with a large enough effect in the signal ratio, with a control signal flat, not every such curve was filed as active; inconclusive means small, poorly fitted or top-dose-only effect, or effect the other way, or a change in a side signal; inactive means no such curve, though single readings can be large or run the other way; the % refers to the signal ratio; further: potency means the concentration at half of the fitted maximal effect; on the % scale 0 is the no-effect control and ±100 the full control effect
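Compounds (final 92 nM to 58 uM) are added to His-tagged MBNL1 and biotin-(CUG)12, then terbium anti-His antibody and streptavidin-XL665 (5 nM final). After 60 min at room temperature, the 665/545 nm ratio is read.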
TRPV1 ag – HTS Assay for Compounds that Act as Agonists of the Vanilloid Receptor 1. TRPV1-expressing cells, Fluo-8 calcium influx, agonist mode. hit rate 0.19% among 320,000. activation, % at 8.33 µM. AID 540275, 2011; in the data active means activation above about 80%; inconclusive means between about 30% and that limit; further: 0% is about no effect
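Cells expressing TRPV1 were dye-loaded with Fluo-8 and read kinetically: 10 s baseline, 3 min after compound (agonist portion), then 2 min after EC20 capsaicin (allosteric enhancer portion). Calcium-bound dye fluorescence at 480/520 nm.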
MLL CXXC-DNA inh – qHTS Fluorescence Polarization Assay for Inhibitors of MLL CXXC domain - DNA interaction; Potency, µM (series often up to 115 µM), for the others: at the top dose activity change, negative = inhibition, hits mostly inhibitors; MLL-CXXC / FITC-HOXA9 DNA fluorescence polarization; hit rate 0.037% among 290,000; Histone-lysine N-methyltransferase 2A (Homo sapiens), Q03164; active means well fitted inhibition curve with a large enough effect in the polarisation, with a control signal flat, not every such curve was filed as active; inconclusive means small, poorly fitted or top-dose-only effect, or effect the other way, or a change in a side signal; inactive means no such curve, though single readings can be large or run the other way; the % refers to the polarisation; further: potency means the concentration at half of the fitted maximal effect
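Fluorescence polarization: 7 uM MLL-CXXC (stock) preincubated 5 min with compounds, then 50 nM fluorescein-HOX-A9 DNA (stock) added; 30 min ambient. Buffer 50 mM Tris-HCl pH 7.5, 50 mM NaCl, 1 mM DTT, 0.05% BSA.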
hERG WT inh – qHTS for Inhibitors of KCHN2 3.1: Wildtype qHTS | Voltage-gated inwardly rectifying potassium channel KCNH2 (Homo sapiens), Q12809 | U2OS, BacMam KCNH2, thallium flux FluxOr; active compounds read low | activity change, % at 1.84 µM | hit rate 0.37% among 340,000 | AID 720551, 2013;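 active means maximum activity change below -70%; inconclusive means maximum activity change between -70% and -50%; inactive means maximum activity change above -50%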; further: on the % scale 0 is the no-effect control and ±100 the full control effect
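U2OS cells transduced with wild-type KCNH2 virus are loaded with FluxOr dye for 45 min, and thallium flux is measured in kinetic reads before and after stimulation buffer. Rate constants are normalized to DMSO controls.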
S-ASM inh – Inhibitors of Secretory Acid Sphingomyelinase (S-ASM): qHTS | Sphingomyelin phosphodiesterase (Homo sapiens), P17405 | AID 504937, 2011 | hit rate 0.006% among 340,000 | Potency, µM (doses to about 57.5 µM), for inactives: at the top dose activity change, negative = inhibition, hits mostly inhibitors | placental ASM, HMU-PC fluorogenic substrate, 60 min; further: potency means the concentration at half of the fitted maximal effect
Target sequence (P17405 47-631 limits assumed): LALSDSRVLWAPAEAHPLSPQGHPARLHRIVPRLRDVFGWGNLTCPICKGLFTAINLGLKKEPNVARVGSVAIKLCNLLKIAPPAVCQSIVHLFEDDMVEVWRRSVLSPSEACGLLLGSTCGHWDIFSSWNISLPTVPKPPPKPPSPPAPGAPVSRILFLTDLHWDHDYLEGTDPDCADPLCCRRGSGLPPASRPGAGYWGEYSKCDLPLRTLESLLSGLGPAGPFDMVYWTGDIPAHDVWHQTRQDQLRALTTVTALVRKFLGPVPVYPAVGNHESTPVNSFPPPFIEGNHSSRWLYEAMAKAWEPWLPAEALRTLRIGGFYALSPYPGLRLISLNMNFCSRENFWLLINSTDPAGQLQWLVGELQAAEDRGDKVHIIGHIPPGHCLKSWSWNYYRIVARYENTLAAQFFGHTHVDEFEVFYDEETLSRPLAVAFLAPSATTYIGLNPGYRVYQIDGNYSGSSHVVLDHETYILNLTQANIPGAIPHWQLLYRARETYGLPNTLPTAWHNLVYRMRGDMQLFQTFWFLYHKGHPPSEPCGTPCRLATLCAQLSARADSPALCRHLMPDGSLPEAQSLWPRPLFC
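HMU-PC0 cleavage (9 uM final) by human placental ASM, 60 min at 37 °C following 10 min compound exposure at RT; stopped at pH 10, fluorescence Ex 386/Em 447 nm.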
AT treatment – qHTS Assay for Identifying a Potential Treatment of Ataxia-Telangiectasia; AID 485349, 2010; hit rate 0.19% among 320,000; Potency, µM (titrated, usually from 57.5 µM), inactives show at the top dose activation, most hits filed as activators; […] A-T fibroblasts, KAP-1 phosphorylation AlphaLISA; neocarzinostatin DNA damage 30 min before lysis; further: potency means the concentration at half of the fitted maximal effect; % of control where 0% means no effect; nearly all actives have a fitted effect of over 45% in size
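hTERT-immortalized A-T patient fibroblasts ([…]), 500 cells/well in OPTI-MEM, 1% FBS, got compounds for 60 min, then NCS for 30 min at 37C. Lysates were then assayed for phospho-KAP-1 by AlphaLISA (anti-pKAP1 donor, anti-KAP1 acceptor beads), 6 hr at 25C.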
KCNH2 3.1 inh – qHTS for Inhibitors of KCHN2 3.1: Mutant qHTS | Potassium voltage-gated channel subfamily H member 2, brain isoform KCNH2 3.1 (human) | U2OS KCNH2 3.1, thallium flux FluxOr; active compounds read low | activity change, % (tested at about 1.8 µM) | hit rate 0.95% among 340,000;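 active means maximum activity change below -70%; inconclusive means maximum activity change from -70% to -50%; inactive means maximum activity change above -50%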;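 further: thallium influx rate constant from kinetic fluorescence after stimulation buffer; on the % scale 0 is the no-effect control and ±100 the full control effect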
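Virally transduced U2OS (3.1 isoform, 4 h infection in dark at RT) → overnight 37 C → FluxOr + Red40 in HBSS/HEPES, 45 min → stimulation buffer, 2 min kinetic read → rate constant vs DMSO controls.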
FBPA coupling cs – qHTS Assay for Inhibitors of Fructose-1,6-bisphosphate Aldolase from Giardia Lamblia: Coupling assay counterscreen; activity change, negative = inhibition, % at 58.2 µM, hits read low; coupling enzyme system counterscreen, AmpLite Red fluorescence; hit rate 0.67% among 290,000; in the data active means activity change below about -30%; further: on the % scale 0 is the no-effect control and ±100 the full control effect
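Final compound at 57.5 uM, incubated 10 min at RT with coupling enzyme reagent (glyceraldehyde-3-phosphate), then 20 min with substrate and AmpLite Red detection. Fluorescence read at 525/598 nm; tests interference with the coupling assay, not aldolase inhibition.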
Integrin act MD – qHTS for Activators of Integrin-Mediated Alleviation for Muscular Dystrophy | alpha7betagal myoblasts, beta-gal FDG fluorescence, 48 h | Potency, µM (doses to about 38.3 µM), for the others: top-dose activation, actives largely listed as activators | hit rate 0.064% among 350,000 | AID 624291, 2012;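 further: potency means the concentration at half of the fitted maximal effect; 100% = response of the positive control SU9516; nearly all actives have a fitted effect of over 60% in size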
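alpha7betagal+/- myoblasts (passage 13, 250/well) treated 48 h at 37C with compounds at 1:260 dilution of DMSO stock. Lysed, then beta-galactosidase activity read as FDG fluorescence (ex 480/em 540) after 30 min, with pre-read for autofluorescence.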
GALK inhibitor – qHTS Assay for Inhibitors of Human Galactokinase (GALK); hit rate 0.007% among 270,000; Purified GALK, Kinase-Glo residual ATP luminescence; Potency, µM (top dose mostly 57.5 µM), for the others: at the top dose activity change, negative = inhibition, usual class: inhibitors; P51570; further: potency means the concentration at half of the fitted maximal effect; on the % scale 0 is the no-effect control and ±100 the full control effect
Target sequence (P51570 whole entry, looked up): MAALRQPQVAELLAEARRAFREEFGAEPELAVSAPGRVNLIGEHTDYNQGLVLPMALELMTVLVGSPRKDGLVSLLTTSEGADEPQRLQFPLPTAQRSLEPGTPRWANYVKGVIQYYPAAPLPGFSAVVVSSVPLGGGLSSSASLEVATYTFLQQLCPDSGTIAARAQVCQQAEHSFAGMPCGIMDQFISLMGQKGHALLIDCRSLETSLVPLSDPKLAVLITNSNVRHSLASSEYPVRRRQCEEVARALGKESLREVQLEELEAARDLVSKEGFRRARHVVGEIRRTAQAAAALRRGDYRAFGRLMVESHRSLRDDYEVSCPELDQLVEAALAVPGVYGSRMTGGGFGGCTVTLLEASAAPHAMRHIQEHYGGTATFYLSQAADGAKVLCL
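Human GALK (5 nM) with 35 uM ATP and 100 uM galactose in 20 mM HEPES pH 8.0, 5 mM MgCl2, 60 mM NaCl, 1 mM DTT, 0.01% BSA. After 1 h at room temperature, leftover ATP was read by Kinase-Glo Plus luminescence.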
* marks the source's active call; other numbers are inactive results; ? = inconclusive; . = not tested or not shown; & = joins results of further samples; [ ] = dose if it differs, or a comment. Unless noted, the call rests on the fitted dose curve; in most records, active means well fitted curve in the direction sought with a large enough effect; inconclusive means small, poorly fitted or top-dose-only effect, or another doubt; inactive means no such curve, though single readings can be large; an effect the other way counts as inactive or inconclusive.

[1] O=C(CN1CCN(c2ccc(F)cc2)CC1)NCc1ccc(Cl)cc1
[2] O=C1N[C@@H](Cc2ccccc2)C(=O)N2[C@@H]1C[C@]1(Br)c3ccccc3N(S(=O)(=O)c3ccccc3)[C@H]21
[3] COc1cccc(N2CCN(C(=O)CCn3c(=S)[nH]c4cc5c(cc4c3=O)OCO5)CC2)c1
[4] O=C(CN1C(=O)CSc2ccccc21)Nc1ccccc1C(=O)N1CCOCC1
[5] COc1ccc(-c2cc(CS(=O)(=O)c3ccccc3)on2)cc1
[6] c1ccc2c(c1)oc1c(N3CCN(Cc4ccc5c(c4)OCO5)CC3)ncnc12
[7] N#Cc1ccc(C(=O)Nc2ccc(N3CCN(C(=O)c4ccco4)CC3)cc2)c(F)c1
[8] C=CCSc1ncc(C(=O)OCC)c(N)n1
[9] COc1ccc2occ(C(=O)c3coc4ccc(O)c(CN(C)C)c34)c2c1
[10] CCNc1nc(NCC)n2c(SCC(=O)Nc3ccc(CC)cc3)nnc2n1
assay / entry	1	2	3	4	5	6	7	8	9	10
MBNL1-CUG inh	-9%	.	7%	-10%	2%	0%	6%	16%	0%	.
TRPV1 ag	15	.	0	-1	2	?	-1	-2	0	-1
MLL CXXC-DNA inh	-9%	.	11%	-5%	-1%	10%	-1%	1%	24%	.
hERG WT inh	26	-1	.	-16	7	-1	3	0	12	-5
S-ASM inh	2%	0%	.	4%	-2%	1%	4%	-2%	-6%	6%
AT treatment	-3%	.	-3%	9%	-2%	1%	-1%	2%	-3%	3%
KCNH2 3.1 inh	-77*	0	.	13	6	-13	-15	0	-14	-6
FBPA coupling cs	0	.	-1	0	1	3	0	-5	-8	.
Integrin act MD	-3%	-6%	.	-4%	23%	-34%[inhibitor]	11%	17%	-3%	4%
GALK inhibitor	-1%	.	-5%	1%	-2%	-3%	-1%	-1%	2%	.

[11] COc1ccc2[nH]c3nc(SCC(=O)NNC(=O)c4ccc(OC)c(OC)c4)nnc3c2c1
[12] CC1Cc2nc(SCC(=O)Nc3nccs3)n(Cc3ccccc3)c(=O)c2S1 (stereo not given)
[13] Cc1ccc(NC(=S)NCCO)c(C)c1
[14] Cc1ccc(CS(=O)(=O)CCC(=O)NCc2ccc(F)cc2)cc1
[15] O=C1/C(=C\c2ccccn2)SC(=S)N1c1ccc(S(=O)(=O)Nc2nccs2)cc1
[16] COc1ccccc1OCC(=O)N1CC2(C)CC1CC(C)(C)C2 (stereo not given)
[17] CC1Sc2ccc(S(=O)(=O)N3CCC(C(=O)NCc4ccc(Cl)cc4)CC3)cc2NC1=O (stereo not given)
[18] Cn1c(=O)[nH]c(=O)c2c1[nH]c(=S)n2Cc1ccc(Cl)cc1
[19] CC1CCN(C(=S)NC(=O)c2ccco2)CC1
[20] CCn1nc(C)c(NC(=O)/C=C/c2ccc(OC)c(COc3ccc(Br)cc3)c2)c1C
assay / entry	11	12	13	14	15	16	17	18	19	20
MBNL1-CUG inh	4%	5%	3%	-3%	15%	4%	5%	-6%	6%	-7%
TRPV1 ag	-2	8	-1	16	4	4	0	-6	0	0
MLL CXXC-DNA inh	20%	-2%	21%	0%	-17%	1%	4%	28%	-6%	3%
hERG WT inh	5	-9	1	-7	-3	6	8	2	-19	15
S-ASM inh	3%	-6%	4%	3%	-9%	1%	-18%	5%	8%	-29%
AT treatment	-4%	4%	6%	1%	-5%	0%	4%	7%	5%	-5%
KCNH2 3.1 inh	-15	10	0	-6	-1	-4	8	5	7	8
FBPA coupling cs	-4	-7	3	-2	2	1	.	5	.	-9
Integrin act MD	18%	-10%	-20%	?	-16%	-7%	-33%[inhibitor]	-4%	?	-4%
GALK inhibitor	.	-4%	-2%	-3%	1%	0%	-5%	-1%	6%	0%

The last 4 compounds of the section before open the next one:
[17] CC1Sc2ccc(S(=O)(=O)N3CCC(C(=O)NCc4ccc(Cl)cc4)CC3)cc2NC1=O (stereo not given)
[18] Cn1c(=O)[nH]c(=O)c2c1[nH]c(=S)n2Cc1ccc(Cl)cc1
[19] CC1CCN(C(=S)NC(=O)c2ccco2)CC1
[20] CCn1nc(C)c(NC(=O)/C=C/c2ccc(OC)c(COc3ccc(Br)cc3)c2)c1C
[21] O=C(N/N=C1\CCCc2ccccc21)c1ccccc1Cl
[22] CC(Sc1ccc2c(c1)OCCO2)C(=O)Nc1ccc(N2CCOCC2)cc1 (stereo not given)
[23] CC(=O)N1CCN(C(=S)Nc2ccc(SC(F)F)cc2)CC1
[24] Cc1[nH]n(-c2cccc3ccccc23)c(=O)c1C=Nc1ccc2[nH]c(=O)[nH]c2c1
[25] NCCCS(=O)(=O)O
[26] Cc1cc(C)cc(NC2=NC3(CCCCC3)N=C(N)N2)c1
[27] COCCn1c(N)c(N(Cc2ccccc2)C(=O)C2CCCC2)c(=O)[nH]c1=O
[28] CC1CCC/C(=N/Nc2nc3ccccc3s2)C1 (stereo not given)
[29] Cc1ccc(CN2CCN(/N=C\c3cccc([N+](=O)[O-])c3)CC2)cc1
[30] Cc1ccnc(SCC(N)=O)n1
assay / entry	17	18	19	20	21	22	23	24	25	26	27	28	29	30
MBNL1-CUG inh	5%	-6%	6%	-7%	-1%	-8%	-1%	19%	-16%	-12%	-7%	16%	4%	-5%
TRPV1 ag	0	-6	0	0	11	-6	4	2	1&-2	-3	3	-3	0	-4
MLL CXXC-DNA inh	4%	28%	-6%	3%	-6%	9%	1%	-6%	-17%&-3%	-18%	-1%	-12%	-6%	?
hERG WT inh	8	2	-19	15	-4	-16	11	4	-2&-4	16	-16	-2	12	1
S-ASM inh	-18%	5%	8%	-29%	-1%	3%	3%	?	17%&-1%	-1%	4%	14%	-1%	5%
AT treatment	4%	7%	5%	-5%	-1%	-3%	1%	-3%	10%&1%	-5%	2%	0%	-2%	17%
KCNH2 3.1 inh	8	5	7	8	1	2	14	-4	-4&-12	-11	4	11	2	-10
FBPA coupling cs	.	5	.	-9	-1	-7	1	-1	0&0	4	0	1	1	-13
Integrin act MD	-33%[inhibitor]	-4%	?	-4%	3%	-7%	?	4%	.	-30%	18%	-10%	-3%	7%
GALK inhibitor	-5%	-1%	6%	0%	1%	6%	9%	6%	.	1%	0%	11%	0%	0%

[31] COc1ccc2ccccc2c1CN1CCN(C(=O)c2ccccc2)CC1
[32] CSc1nnc(Cn2c(=O)sc3ccccc32)n1CCc1ccccc1
[33] COC(=O)c1ccccc1NC(=O)c1ccc(-c2ccccc2F)o1
[34] CCN(CC)CCN1C(=O)c2ccccc2NC1c1ccc(Br)cc1 (stereo not given)
[35] Nc1cccc2c(O)cc(S(=O)(=O)O)cc12
[36] C/C(NC(=O)c1cccc(F)c1)=C1/C(=O)C[C@@H]2[C@H]1C2(C)C
[37] Cc1c(NC(=O)CN2C(=O)NC(C)(c3ccc(Cl)cc3)C2=O)c(=O)n(-c2ccccc2)n1C (stereo not given)
[38] Cc1nn(-c2ccccc2)c(Cl)c1/C=N/Nc1nnc(C)c(=O)[nH]1
assay / entry	31	32	33	34	35	36	37	38
MBNL1-CUG inh	4%	8%	2%	7%	.	?	.	-14%
TRPV1 ag	19	?	3	5	.	5	1	-2
MLL CXXC-DNA inh	5%	9%	6%	14%	.	2%	.	19%
hERG WT inh	3	-4	4	-9	-6	-3	-5	10
S-ASM inh	-4%	-6%	-3%	276%[activator]	96%[activator]	0%	3%	-2%
AT treatment	35%	11%	1%	-2%	.	.	-2%	11%
KCNH2 3.1 inh	-12	3	-3	-26	26	2	1	16
FBPA coupling cs	1	1	-2	3	.	0	.	-6
Integrin act MD	-8%	1%	11%	-57%[inhibitor]	-6%	-15%	26%	9%
GALK inhibitor	6%	3%	-1%	-1%	.	1%	.	0%

Bioassay records (PubChem BioAssay)
